MazF activator – increases E. coli MazEF RNase cleavage of RNA | P0AE70 | FAM/BHQ RNA-DNA oligo cleavage fluorescence, 5 h | activation, % at 20 µM | 350,000 tested, 0.32% active; in the data active = activation above about 50%
Target sequence (P0AE70 whole entry, looked up): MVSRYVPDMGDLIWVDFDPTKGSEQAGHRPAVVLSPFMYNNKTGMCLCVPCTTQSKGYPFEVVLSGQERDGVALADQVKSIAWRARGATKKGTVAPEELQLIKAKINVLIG
BioA inh – blocks M. tuberculosis BioA enzyme activity. purified M. tuberculosis BioA enzyme, plate reader. inhibition, % at 9.99 µM. 360,000 tested, 0.096% active; in the data active = inhibition above about 40%
Rv3671c protease – inhibitors of M. tuberculosis serine protease Rv3671c. P9WHR9. inhibition, % at 5.96 µM. 320,000 tested, 0.048% active; in the data active = inhibition above about 38%;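 also: extracellular domain of Rv3671c used as enzyme; 0% = enzyme with DMSO and 100% = no enzyme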
Target sequence (P9WHR9 whole entry, looked up, the tested form may be a part): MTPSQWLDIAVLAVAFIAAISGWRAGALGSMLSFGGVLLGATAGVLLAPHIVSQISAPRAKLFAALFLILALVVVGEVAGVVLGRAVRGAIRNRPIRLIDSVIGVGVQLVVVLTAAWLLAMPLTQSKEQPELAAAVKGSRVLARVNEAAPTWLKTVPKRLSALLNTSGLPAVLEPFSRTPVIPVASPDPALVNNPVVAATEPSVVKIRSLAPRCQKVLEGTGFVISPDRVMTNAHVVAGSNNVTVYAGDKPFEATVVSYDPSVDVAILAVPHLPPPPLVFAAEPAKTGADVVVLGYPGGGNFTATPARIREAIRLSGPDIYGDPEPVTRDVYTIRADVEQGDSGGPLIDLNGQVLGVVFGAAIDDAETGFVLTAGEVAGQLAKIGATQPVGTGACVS
SARS 3CLpro inh – SARS-CoV 3CLpro protease inhibition. recombinant SARS-CoV 3CLpro, quenched FRET peptide cleavage. 290,000 tested, 0.14% active. inhibition, % at 6 µM; in the data active = inhibition above about 12%
GDH-TPI counter – counter-screen for M. tuberculosis FBA inhibitors: GDH-TPI coupled enzymes; inhibition, % at 4.8 µM; 360,000 tested, 1.2% active; GDH-TPI coupled enzyme counterscreen, NADH absorbance; in the data active = inhibition above about 30%;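 also: 0% = DMSO wells and 100% = wells lacking the enzyme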
PriA SSB inh – blocks PriA binding to SSB C-terminal tail; AlphaScreen SSBct-PriA binding, biotinylated peptide; inhibition, % at 33 µM; 430,000 tested, 0.6% active; in the data active = inhibition mostly above about 37%, no sharp cut-off; inactive = mostly below about 20%;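 also: plate controls were negative control peptide for no effect and reference peptide for full effect; strong numbers were not always called active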
DUSP3 inh – blocks human VHR1 dual specificity phosphatase. recombinant VHR phosphatase, pNPP absorbance. 290,000 tested, 0.52% active. inhibition, % at 13.3 µM; in the data active = inhibition above about 50%; also: some compounds called inactive have numbers as strong as hits
Target sequence (P51452 whole entry, looked up): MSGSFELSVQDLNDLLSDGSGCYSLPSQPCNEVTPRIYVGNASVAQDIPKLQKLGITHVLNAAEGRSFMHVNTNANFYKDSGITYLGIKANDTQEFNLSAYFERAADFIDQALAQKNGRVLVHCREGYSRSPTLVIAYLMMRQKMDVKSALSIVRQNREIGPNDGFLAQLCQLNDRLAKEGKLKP
Vc quorum ag – induces V. cholerae light production without autoinducers; 350,000 tested, 0.16% active; V. cholerae BH1578 lux reporter, luminescence, 6 h; activation, % at 18.7 µM; in the data active = activation mostly above about 9.7%, no sharp cut-off; also: not every result past the cut was called active; inactives centre near 0; reference of the scale not given here
Mtb UGM inh – Mtb UDP-galactopyranose mutase inhibition; P9WIQ1; purified UGM, fluorescence polarization probe displacement; inhibition, % at 10 µM; 320,000 tested, 0.06% active; AID 504406; in the data active = inhibition above about 10%, passing the limit was not always enough
FBA Mtb inh – inhibits M. tuberculosis FBA enzyme; purified M. tuberculosis FBA, fluorescence read-out; 360,000 tested, 2.3% active; inhibition, % at 1 µM; in the data active = inhibition above about 27%;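 also: 0% = vehicle and 100% = reference inhibitor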
Numbers without * were called inactive; i = inactive; . = no result given; & = joins results of further samples. A portion of the library; count on the stated rates, not on these rows.

SMILES	MazF activator	BioA inh	Rv3671c protease	SARS 3CLpro inh	GDH-TPI counter	PriA SSB inh	DUSP3 inh	Vc quorum ag	Mtb UGM inh	FBA Mtb inh
CCCCN(CC)C(=O)c1n[nH]c(=O)c2ccccc12	-9	0.5	2	4	6	-4	6	-0.6	-0.2	5
Cc1ccc(NC(=O)c2cccnc2)cc1C	11	17	-5	-2	13	-5	6	i	-1.3	0
O=C(Nc1cccnc1)Nc1ccccc1Cl	2	39	-8	1	2	-8	22	2.9	1.6	1
COc1ccc(/C=N\NC(=O)c2ccccc2)cc1COc1ccccc1	4	-0.5	-1	-2	8	.	6	-14	-0.6	1
CN(C(=O)c1cccc(NC(=O)Cc2cccc([N+](=O)[O-])c2)c1)C1CCCCC1	5	-0.4	4	.	-4	-27	.	-0.4	1.2	1
CCC(=O)N/N=C(\C)CC(=O)Nc1ccccc1-c1ccccc1	-3	.	-6	0	2	.	34	-0.3	-0.6	1
CCOc1ccccc1NC(=O)CSC1=NN2CCCC(=O)N=C2S1	7	-2.6	-5	2	-9	0	22	-0.2	3.6	1
CCCNC(=O)CS(=O)(=O)Cc1nc(-c2cccc(OC)c2)oc1C	1	-1.3	-2	-4	1	-9	-10	-0.6	-1.0	3
O=C(CSc1nnc2ccc(-c3cccnc3)nn12)Nc1ccc(F)cc1F	-26	0.9	2	4	9	-22&10	-17	i	-2.1	2
CC(C)(C)c1ccc(/C=C/C(=O)N2CCN(c3ncccn3)CC2)cc1	-1	.	-1	2	-3	-8	8	-0.2	2.6	-2
Cn1c(-c2ccccc2)c[n+]2c1-c1ccccc1C2	8	.	-7	-1	7	-3	26	2.5	-0.6	7
COc1ccc(S(=O)(=O)NCC(c2ccc(C)cc2)N2CCN(C)CC2)cc1 (configuration not stated)	9	-1.5	12	.	5	4	.	i	1.7	8
O=[N+]([O-])c1cc([N+](=O)[O-])c2nonc2c1Nc1ccc(O)cc1	5	0.0	-10	3	-5	1	1	i	2.0	-29
Clc1ccc(Cl)c(-c2nn3c(COc4ccccc4)nnc3s2)c1	-23	-0.5	1	-3	-3	-8	28	-0.6	0.8	-1
Cc1ccccc1Cc1c(C)nc2c(C(=O)NCc3ccco3)cnn2c1C	-7	34	-7	1	6	-8	21	i	-3.5	48*
CCOc1cccc(C(=O)N2CCCN(C)CC2)c1	10	0.4	-7	-1	-3	7	26	-0.7	6.1	1
COc1ccc(OC)c(-n2cnc3cc(C(=O)O)ccc32)c1	-11	0.9	-3	-1	-3	-4	0	i	-0.7	1
Cc1cc2c3c(c1)C1(SCC(=O)N1c1ccc(F)cc1)C(=O)N3C(C)(C)CC2C (configuration not stated)	4	0.2	-12	1	10	-15	14	-1.0	-1.6	4
O=C(COC(=O)C(Cc1ccccc1)NC(=O)c1cccs1)NCc1ccccc1 (configuration not stated)	3	-4.9	-5	.	5	-11	.	-2.0	3.8	2
O=S(=O)(c1ccc(F)cc1)N1CCN(CCc2ccccc2)CC1	-9	-0.6	-1	2	4	5	16	-0.1	-2.4	1
CCOC(=O)CNC(=O)C1c2ccccc2C(=O)N(c2ccc(OC)cc2)C1c1ccc(OC)cc1 (configuration not stated)	-1	-0.2	-4	5	10	12	5	i	2.0	0
Cc1ccc(C)c(NC(=O)Cn2ccn(-c3ccc4c(c3)OCO4)c(=O)c2=O)c1	1	1.3	-3	.	15	4&-26	.	i	0.5	-2
COC(=O)c1ccc(Cn2nc(-c3ccccc3)ccc2=O)cc1	5	8.9	1	2	2	-3	2	i	5.5	2
COCCNC(=O)/C(C#N)=C/c1c(N2CCCCCC2)nc2ccccn2c1=O	-2	-0.6	-9	-1	25	13	10	0.9	0.3	87*
O=C(N1CCOCC1)n1cnc2ccccc21	2	0.6	12	-4	11	-6	9	-4.5	-1.5	3

Taken from the results shown for reference:
SMILES	MazF activator	BioA inh	Rv3671c protease	SARS 3CLpro inh	GDH-TPI counter	PriA SSB inh	DUSP3 inh	Vc quorum ag	Mtb UGM inh	FBA Mtb inh
CCCCN(CC)C(=O)c1n[nH]c(=O)c2ccccc12	-9	0.5	2	4	6	-4	6	-0.6	-0.2	5
Cc1ccc(NC(=O)c2cccnc2)cc1C	11	17	-5	-2	13	-5	6	i	-1.3	0
O=C(Nc1cccnc1)Nc1ccccc1Cl	2	39	-8	1	2	-8	22	2.9	1.6	1
COc1ccc(/C=N\NC(=O)c2ccccc2)cc1COc1ccccc1	4	-0.5	-1	-2	8	.	6	-14	-0.6	1
CN(C(=O)c1cccc(NC(=O)Cc2cccc([N+](=O)[O-])c2)c1)C1CCCCC1	5	-0.4	4	.	-4	-27	.	-0.4	1.2	1
CCC(=O)N/N=C(\C)CC(=O)Nc1ccccc1-c1ccccc1	-3	.	-6	0	2	.	34	-0.3	-0.6	1
CCOc1ccccc1NC(=O)CSC1=NN2CCCC(=O)N=C2S1	7	-2.6	-5	2	-9	0	22	-0.2	3.6	1
CCCNC(=O)CS(=O)(=O)Cc1nc(-c2cccc(OC)c2)oc1C	1	-1.3	-2	-4	1	-9	-10	-0.6	-1.0	3
O=C(CSc1nnc2ccc(-c3cccnc3)nn12)Nc1ccc(F)cc1F	-26	0.9	2	4	9	-22&10	-17	i	-2.1	2
CC(C)(C)c1ccc(/C=C/C(=O)N2CCN(c3ncccn3)CC2)cc1	-1	.	-1	2	-3	-8	8	-0.2	2.6	-2
Cn1c(-c2ccccc2)c[n+]2c1-c1ccccc1C2	8	.	-7	-1	7	-3	26	2.5	-0.6	7
COc1ccc(S(=O)(=O)NCC(c2ccc(C)cc2)N2CCN(C)CC2)cc1 (configuration not stated)	9	-1.5	12	.	5	4	.	i	1.7	8
O=[N+]([O-])c1cc([N+](=O)[O-])c2nonc2c1Nc1ccc(O)cc1	5	0.0	-10	3	-5	1	1	i	2.0	-29

Just Mtb UGM inh and GDH-TPI counter, for two of the compounds above:
Compound | Mtb UGM inh | GDH-TPI counter
CN(C(=O)c1cccc(NC(=O)Cc2cccc([N+](=O)[O-])c2)c1)C1CCCCC1 | 1.2 | -4
Clc1ccc(Cl)c(-c2nn3c(COc4ccccc4)nnc3s2)c1 | 0.8 | -3

(listing goes on)
SMILES	MazF activator	BioA inh	Rv3671c protease	SARS 3CLpro inh	GDH-TPI counter	PriA SSB inh	DUSP3 inh	Vc quorum ag	Mtb UGM inh	FBA Mtb inh
COc1cc(C)c(S(=O)(=O)NOCc2ccc([N+](=O)[O-])cc2)c(C)c1C	6	-2.6	-10	0	13	-7	21	i	-0.2	-1
Clc1cccc(Oc2cnns2)c1Cl	-14	-2.0	4	1	3	-14	12	0.4	-0.4	0
COc1ccc(O)c(C(=O)c2cnc3c(c2)c(C)nn3CCO)c1	7	-1.3	2	0	12	2	2	i	1.0	2
CC(=O)Nc1ccc(NS(=O)(=O)c2ccc(Cl)c(C(=O)O)c2)cc1	0	-0.6	2	-6	-2	-19	-8	-0.4	-0.7	1
CCCCC(=O)Nc1ccc(Cl)cc1F	9	0.6	.	.	7	.	.	i	.	0
CCN(CC)CCCN(Cc1cc2cc3c(cc2[nH]c1=O)OCO3)C(=S)Nc1ccc(OC)cc1	5	1.2	-6	0	25	-2	6	-0.2	-1.5	18
CCCCCC(=O)C(=O)c1ccc(O)cc1O	-1	-1.8	8	2	46*	-10	11	-1.1	1.8	10
O=C1NCC(c2ccccc2)(c2ccccc2)C(=O)N1	12	.	.	.	9	-11	.	-1.2	.	-1
CC(C)(C)c1ccc(C(=O)NCC2CCCN2S(=O)(=O)c2ccccc2)cc1 (configuration not stated)	-7	0.2	-5	.	0	-20&-14	.	i	3.2	4
O=C(Cc1ccc(Cl)cc1Cl)NCC1(N2CCOCC2)CCCCC1	-5	.	6	6	-1	4	0	1.5	0.7	5
NC(=O)C1CCN(/C=C2\C(=O)NC(=O)N(Cc3ccco3)C2=O)CC1	-12	-0.7	2	4	-1	4	-9	-0.1	0.4	4
O=C(NC1CCCCCC1)C1CCN(S(=O)(=O)c2ccccc2)CC1	-7	.	-4	0	-15	-17	-5	-0.4	-0.6	-2
C/C(=N\NC(=O)c1cccs1)c1ccc(C(=O)O)s1	-1	-0.5	.	-1	3	.	4	i	-0.4	1
O=C(O)c1cccc(-n2nnnc2SCc2ccccn2)c1	-2	-1.7	-6	-1	4	-11	-13	-3.0	-1.0	-2
COc1cccc(-c2sc3ccc(OC)cc3c2-c2ccc(C(N)=O)cc2)c1	-2	-1.3	-4	.	20	-11	.	i	3.5	3
COC(=O)C1=CN(CC2CCCO2)C=C(C(=O)OC)C1c1ccsc1 (configuration not stated)	4	9.6	-5	0	0	-7	0	-5.9	-1.5	83*
COc1cccc(C(=O)C2CCCN(Cc3cccc(C)n3)C2)c1 (configuration not stated)	0	.	0	6	-6	8	3	i	-0.5	1
Cc1ccc2nc(NC(=O)c3cc(-c4ccco4)nc4ccccc34)sc2c1	-9	.	-11	9	10	4	13	-0.3	0.6	18
COC(=O)c1ccc(C(=O)OC)c(NC(=O)Oc2ccccc2)c1	6	-1.9	-6	3	5	-5	5	-1.0	3.8	155*
CN(C(=O)c1cccc(NC(=O)Cc2cccc([N+](=O)[O-])c2)c1)C1CCCC1	-14	0.2	2	.	-6	-3	.	-7.1	1.3	0
O=C(CSc1nncn1-c1ccccc1)NC1CCCc2ccccc21 (configuration not stated)	-2	.	-11	2	-1	7	8	-0.3	-2.8	-1
COc1ccc(S(=O)(=O)n2c([N+](=O)[O-])cnc2C)c(C)c1C	5	1.0	3	-1	-2	5	4	-1.3	1.5	-6
O=S(=O)(Cc1ccccc1)C(CCCc1ccccc1)S(=O)(=O)Cc1ccccc1	-14	.	.	.	15	-15	.	.	.	2
COc1cc(C(C2=C(O)CC(C)(C)CC2=O)C2C(=O)CC(C)(C)CC2=O)cc(OC)c1OC (configuration not stated)	8	.	3	0	0	-11	21	0.2	0.9	-1
COc1ccc(Cc2nc(-c3ccc(Br)cc3)no2)cc1	-2	0.9	1	-6	1	-32	-5	8.0	.	1
Continued:
SMILES	MazF activator	BioA inh	Rv3671c protease	SARS 3CLpro inh	GDH-TPI counter	PriA SSB inh	DUSP3 inh	Vc quorum ag	Mtb UGM inh	FBA Mtb inh
O=S(=O)([N-]c1nc2ccccc2nc1-[n+]1ccc(Cc2ccccc2)cc1)c1ccc(Br)s1	-28	.	-4	3	19	7	13	-0.4	-1.2	-4
CCN(CC)S(=O)(=O)c1cccc(C(=O)NC(Cc2c[nH]c3ccccc23)c2nnc3n2CCCCC3)c1 (configuration not stated)	8	0.6	-6	-2	7	12	7	-0.4	3.6	-1
Cc1ccc(-c2nc(C(Cl)Cl)c3ccccc3n2)cc1	-11	-1.4	-9	-4	7	0	4	-0.1	-1.8	2
CCCN(CC(=O)Nc1ccccc1C)C(=O)CCCc1c[nH]c2ccccc12	1	0.5	-1	.	3	2	.	i	2.6	-1
O=C(O)CCC(=O)NCc1ccc(F)cc1	2	.	22	0	-9	-7	9	-0.4	0.6	0
Cc1oc(-c2cccs2)nc1CSCC(=O)NC1CC1	6	.	7	1	-6	-11	22	-0.3	-1.2	35*
CCCCN(C)C(=O)c1ccc(Nc2nc(C(N)CCc3ccccc3)cs2)nc1 (configuration not stated)	.	-1.8	.	.	6	.	.	-3.0	.	7
Cc1cc(C(=O)Cn2ncc(Cl)c(Cl)c2=O)c(C)n1CC(F)(F)F	7	.	-3	-2	8	-8	34	-0.2	-3.1	-1
Cc1cc(C)cc(NC(=O)c2cc(S(=O)(=O)NCc3ccco3)ccc2F)c1	-2	.	-5	4	-2	-4	15	0.7	-1.3	1
O=C(OCc1ccc([N+](=O)[O-])cc1)C1CC(=O)N(Cc2ccccc2)C1 (configuration not stated)	1	21	-3	.	9	4	.	i	-0.2	-2
